PI4K2A block – qHTS for small molecular inhibitors of PI4K2A; purified PI4K2A, ADP-Glo luminescence, 1 h; stronger effect = lower value; AID 1346378, 2018; hit rate 0.13% among 420,000; activity change, negative = inhibition, % at 76.9 µM; in the data active = activity change below about -50%; inconclusive = mostly about -30% to -49%;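 also: -100% = wells without enzyme as full effect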
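PI4K2A activity was measured by ADP-Glo luminescence: enzyme (4 ug/mL stock) and phosphatidylinositol (1.2 mM stock) in Tris pH 7.5/MgCl2/EGTA/Triton X-100 buffer were reacted with ATP (300 microM stock) for one hour at ambient temperature.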
ERG Ets-DNA blk – qHTS for Small Molecule Inhibitors of the ERG Ets/DNA interaction | Transcriptional regulator ERG (Homo sapiens), P11308 | fluorescence polarization, His-ERG Ets domain / labelled DNA | Potency, µM (series often up to 76.9 µM), for the others: at the top dose FP activity, negative = inhibition, actives largely listed as inhibitors | hit rate 0.028% among 370,000 | AID 624246, 2012; active = well fitted inhibition curve with a large enough effect in the polarisation, with a control signal flat; inconclusive = small, poorly fitted or top-dose-only effect, or effect the other way, or a change in a side signal; inactive = no such curve, though single readings can be large or run the other way; the % refers to the polarisation;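 also: polarization taken with two DNA probes labelled with fluorescein and Texas red; potency is read from the fitted curve at half-maximal effect; % of control where 0% means no effect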
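His-tagged ERG Ets domain (1 uM in the protein solution; 300mM KCl, 50mM Tris-HCl, 1mM EDTA, 1mM DTT, pH 7.5) received compound, then a probe mix of 5 nM fluorescein-DNA and 100nM Texas-615-DNA. Fluorescence polarization was read for both dyes.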
BAZ2B block – qHTS Assay for Inhibitors of BAZ2B | AlphaScreen BAZ2B-H3K14Ac peptide displacement | Bromodomain adjacent to zinc finger domain protein 2B (Homo sapiens), Q9UIF8 | hit rate 4.4% among 360,000 | Potency, µM (highest dose often 114 µM), inactives show at the top dose activity change, negative = inhibition, most hits filed as inhibitors; also: potency is read from the fitted curve at half-maximal effect; % is scaled to controls: 0 for no effect and ±100 for the full control effect; nearly all actives have a fitted effect of over 60% in size
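AlphaScreen luminescence quantifies BAZ2B engagement of H3K14Ac peptide; the protein and biotinylated peptide are both at 50 nM final, buffer PBS pH 7.4 with 0.01% Tween-20, all steps at room temperature.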
G9a inh – qHTS Assay for Inhibitors of Histone Lysine Methyltransferase G9a; G9a H3K9 monomethylation, AlphaScreen, 2 h; Potency, µM (series often up to 102 µM), for the others: at the highest dose activity, negative = inhibition, hits mostly inhibitors; hit rate 8.8% among 350,000; AID 504332, 2011; also: potency is read from the fitted curve at half-maximal effect; % is scaled to controls: 0 for no effect and ±100 for the full control effect; nearly all actives have a fitted effect of over 75% in size
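G9a (20 nM) was preincubated 15 min with compound, then reacted 2 h at room temperature with 500 nM biotin-H3K9 peptide and 20 µM SAM. Monomethyl-H3K9 detected by AlphaScreen using anti-H3K9me1 antibody.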
GLS inhibitor – qHTS for Inhibitors of Glutaminase (GLS); hit rate 0.21% among 410,000; GLS enzymatic activity, qHTS titration; Potency, µM (titrated, usually from 45.5 µM), without a hit: top-dose activity change, negative = inhibition, most hits filed as inhibitors; Glutaminase kidney isoform, mitochondrial (Homo sapiens), O94925; also: potency is read from the fitted curve at half-maximal effect; % is scaled to controls: 0 for no effect and ±100 for the full control effect
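Glutamate formation by hKGA was monitored fluorometrically using coupled glutamate oxidase, HRP and Amplex Red. Substrate was added as 1 mM L-glutamine solution; incubation was 30 min at RT after an initial read.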
JMJD2A Tudor – qHTS Assay for Inhibitors of JMJD2A-Tudor Domain | hit rate 4.4% among 390,000 | AlphaScreen JMJD2A-Tudor / H3K4me3 peptide binding | Lysine-specific demethylase 4A (Homo sapiens), O75164 | Potency, µM (titrated, usually from 114 µM), for inactives: at the top dose activity change, negative = inhibition, usual class: inhibitors; also: potency is read from the fitted curve at half-maximal effect; % is scaled to controls: 0 for no effect and ±100 for the full control effect; nearly all actives have a fitted effect of over 50% in size
Target sequence (O75164 whole entry, looked up, the tested form may be a part): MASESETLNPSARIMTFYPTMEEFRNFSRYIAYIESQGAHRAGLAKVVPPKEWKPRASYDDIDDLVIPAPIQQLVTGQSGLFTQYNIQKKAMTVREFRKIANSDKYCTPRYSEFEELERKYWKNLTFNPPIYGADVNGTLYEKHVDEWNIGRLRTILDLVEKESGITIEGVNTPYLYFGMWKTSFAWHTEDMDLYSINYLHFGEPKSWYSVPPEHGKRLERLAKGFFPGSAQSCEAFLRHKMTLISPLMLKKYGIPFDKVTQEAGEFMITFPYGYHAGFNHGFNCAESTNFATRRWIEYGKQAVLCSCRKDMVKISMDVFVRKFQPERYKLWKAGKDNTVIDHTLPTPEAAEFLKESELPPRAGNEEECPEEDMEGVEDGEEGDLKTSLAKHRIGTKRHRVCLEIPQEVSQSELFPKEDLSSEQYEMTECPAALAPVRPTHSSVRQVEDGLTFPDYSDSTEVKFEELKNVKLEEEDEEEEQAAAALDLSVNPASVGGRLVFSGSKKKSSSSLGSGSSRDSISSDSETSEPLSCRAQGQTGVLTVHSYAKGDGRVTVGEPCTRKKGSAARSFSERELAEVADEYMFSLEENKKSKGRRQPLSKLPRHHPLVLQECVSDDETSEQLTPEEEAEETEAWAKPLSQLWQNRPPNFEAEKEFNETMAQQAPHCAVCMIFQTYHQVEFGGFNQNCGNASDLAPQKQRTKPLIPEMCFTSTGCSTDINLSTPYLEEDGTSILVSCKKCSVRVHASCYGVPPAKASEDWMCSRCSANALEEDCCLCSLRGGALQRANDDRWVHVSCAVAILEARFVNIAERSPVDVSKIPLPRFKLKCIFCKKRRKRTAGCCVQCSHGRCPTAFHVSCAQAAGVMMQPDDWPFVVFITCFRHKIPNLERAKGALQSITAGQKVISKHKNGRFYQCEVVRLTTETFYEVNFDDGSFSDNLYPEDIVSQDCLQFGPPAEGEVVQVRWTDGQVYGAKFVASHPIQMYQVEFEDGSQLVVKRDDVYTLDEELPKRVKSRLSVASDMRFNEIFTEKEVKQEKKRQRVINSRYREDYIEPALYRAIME
HP1b binding inh – HTS for Inhibitors of HP1-beta Chromodomain Interactions with Methylated Histone Tails; Chromobox protein homolog 1 (Homo sapiens), P83916; AlphaScreen HP1-beta / biotin-H3K9me3 peptide binding; Potency, µM (doses to about 114 µM), inactives show top-dose activity change, negative = inhibition, hits mostly inhibitors; hit rate 0.56% among 390,000; also: potency is read from the fitted curve at half-maximal effect; nearly all actives have a fitted effect of over 70% in size; inactives centre near 23
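Compound inhibition of the preformed complex between 50 nM HP1-beta and 50 nM biotinylated H3K9me3 peptide was read by AlphaScreen. Buffer was PBS pH 7.4 with 0.01% Tween-20. Incubations ran 30 min at room temperature, with 10 ug/mL donor/acceptor beads.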
PGK inhibitor – qHTS Assay to Find Inhibitors of Phosphoglycerate Kinase; AID 602233, 2012; Potency, µM (doses to about 57.5 µM), inactives show top-dose activity change, negative = inhibition, hits mostly inhibitors; PGK/GAPDH coupled, Kinase-Glo luminescence, 60 min; Phosphoglycerate kinase, glycosomal (Trypanosoma brucei brucei), P07378; hit rate 0.043% among 380,000; also: potency is read from the fitted curve at half-maximal effect; % is scaled to controls: 0 for no effect and ±100 for the full control effect; nearly all actives have a fitted effect of over 60% in size
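Luminescent ATP detection (Kinase-Glo Plus) follows a 60-minute room-temperature incubation, with wells lacking PGK as controls. Buffer: 100 mM TEA (pH 7.6), 5 mM MgCl2, 0.01% Tween-20. Coupling enzyme GAPDH (100 nM final) supplies unstable 1,3-BPG in-well.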
Pin1 inhibitor – qHTS Assay to Find Inhibitors of Pin1; Pin1 FP peptide displacement, HiFluor488, 10 min; Potency, µM (doses to about 115 µM), without a hit: top-dose activity, negative = inhibition, usual class: inhibitors; hit rate 0.009% among 390,000; AID 504891, 2011; active = well fitted inhibition curve with a large enough effect in the polarisation, with a control signal flat, not every such curve was filed as active; inconclusive = small, poorly fitted or top-dose-only effect, or effect the other way, or a change in a side signal; inactive = no such curve, though single readings can be large or run the other way; the % refers to the polarisation; also: potency is read from the fitted curve at half-maximal effect; % is scaled to controls: 0 for no effect and ±100 for the full control effect
Active calls of the source: *; i = inactive; ? = inconclusive; nt = no result given; & = joins results of further samples; [ ] = dose if it differs, or a comment. Unless noted, calls follow the shape of the dose curve; as a rule, active = well fitted curve in the direction sought with a large enough effect; inconclusive = small, poorly fitted or top-dose-only effect, or another doubt; inactive = no such curve, though single readings can be large; an effect the other way counts as inactive or inconclusive. The order is random (roughly 11% active in at least one column).

SMILES	PI4K2A block	ERG Ets-DNA blk	BAZ2B block	G9a inh	GLS inhibitor	JMJD2A Tudor	HP1b binding inh	PGK inhibitor	Pin1 inhibitor
CCOC(=O)c1sc2ncnc(N3CCN(C)CC3)c2c1C	-9	4%	-15%	?	5%	-21%	8%	0%	3%
O=C(NCc1ccccc1)C1(C(F)(F)F)CC(CCCO)CCCO1 (stereo unspecified)	-1	19%	nt	nt	-6%	-9%&-21%	43%&15%[activator]	7%	4%&-2%
O=C(NC1CCN(S(=O)(=O)c2cccc(Cl)c2)CC1)C1CCCCC1	7	-8%	-11%	5%	-3%	-17%	-3%	4%	-10%
COc1ccc(NC(=O)/C(N=Nc2cc(S(=O)(=O)Nc3ccc(OC)cc3)ccc2OC)=C(\C)O)cc1	4	-8%	-4%	?	-5%	8%	26%	-3%	-18%
Oc1ccc(-c2nc3ccc(Cl)cn3c2Nc2ccc3c(c2)OCO3)cc1	5	0%	nt	?	-8%	-22%	1%	-12%	-4%
O=C(C1CC(=O)N(c2ccc3c(c2)OCCO3)C1)N1CCN(c2ccccc2O)CC1 (stereo unspecified)	-5	-2%	-1%	68%[activator]	13%	-11%	23%	3%	-6%
O=C(OCC(=O)N1c2ccccc2Sc2ccccc21)C1CC(=O)N(Cc2ccco2)C1 (stereo unspecified)	-4	2%	?	50µM*	-17%	?	-13%	-5%	9%
C/C=C(\C)C(=O)NCCN1C2=NC[C@H](C(C)C)N2C[C@@H]1Cc1ccc(OC)cc1	-1	-5%	?	3%[59 µM]	-4%	-21%	79%[activator]	-10%	3%
CS(=O)(=O)N(CCC#N)Cc1ccco1	0	0%	-5%	18%[59 µM]	9%	-15%	5%	1%	0%
CC1CCCCN1C(=O)c1cc2nc(-c3ccccc3)cc(-c3ccccc3)n2n1 (stereo unspecified)	0	6%	64%[activator]	63%[activator][59 µM]	-3%	36%[activator]	216%[activator]	0%	40%[activator]
C=CCNC(=O)CC(=O)N/N=C/c1cccc(Br)c1	3	nt	0%	1%[12.7 µM]	2%	-13%	9%	-3%	-4%
CCOC(=O)NC(=O)c1cn(Nc2ncc(Cl)cc2C(F)(F)F)c(=O)[nH]c1=O	1	7%	-9%	nt	0%	-1%	27%	-11%	-3%
Cc1cccc(COc2ccccc2C(=O)OCC(=O)N(C)c2c(N)n(Cc3ccccc3)c(=O)[nH]c2=O)c1	3	-1%	-18%	-70%	-4%	-16%	6%	i	1%
O=C(O)CNC(=O)/C(=C\c1cccc([N+](=O)[O-])c1)NC(=O)c1ccco1	0	3%	4%	-10%[59 µM]	0%	9%	25%	5%	-15%
O=C(NC1CC1)c1nc(Cn2ccc([N+](=O)[O-])n2)no1	-6	25%	2%	27%	-16%	-11%	35%[activator]	-1%	0%
COC(=O)/C(=C1\Oc2ccc(C(C)(C)C)cc2S1)C(F)(F)F	-6	1%	50%[activator]	63%[activator][59 µM]	-3%	0%	51%[activator]	1%	2%
Cc1ccc(S(=O)(=O)NNC(=O)Nc2ccc([N+](=O)[O-])cc2)c(C)c1	-1	-13%	-4%	3%	25%	-23%	5%	i	5%
O=C(CSc1ccc2nnc(-c3cccnc3)n2n1)NCc1ccc2c(c1)OCO2	2	4%	-6%	?	2%	56µM*	33%	-1%	1%
Cc1ccc(NC(=O)NC2OC(=O)c3ccccc32)cc1 (stereo unspecified)	0	7%	nt	nt	-12%	-15%	2%	-3%	-4%
COc1ccc(CCNCC(=O)Nc2ccccc2C(F)(F)F)cc1	-1	-15%	50µM*	2.5µM*	-8%	3.2µM*	?	i	-14%
CC(=O)Nc1ccc(NC(=O)Cc2ccc(-c3ccccc3)cc2)cc1	-3	4%	15%	nt	-4%	-16%	13%	i	0%
COc1ccc(-n2c(=O)c3sc4ccccc4c3n(Cc3ccccc3C)c2=O)cc1OC	-7	-12%	0%	-2%[59 µM]	-3%	-3%	34%	-2%	-7%
CN(C)c1ccc(C=Cc2cnccn2)cc1	-9	-3%	nt	nt	3%	-18%	49%[activator]	-22%	?
O=C(NCc1ccc(F)cc1)C1CCCN(C(=O)Nc2ccc(F)cc2)C1 (stereo unspecified)	2	8%	11%	17%	0%	-13%	19%	0%	-1%
CCOC(=O)N1CCC(Nc2c(NCCCN(CC)c3cccc(C)c3)c(=O)c2=O)CC1	4	-12%	?	50µM*	8%	?	-8%	-4%	3%
CCOC(=O)c1c(NC(=O)Cc2cccs2)sc(C(=O)NC2CCCCC2)c1C	-1	-8%	4%	23%	-9%	13%	20%	-5%	0%
O=C(CSc1nc2c(cnn2-c2ccc(F)cc2)c(=O)[nH]1)N1CCCCC1	1	-1%	8%	-9%[59 µM]	5%	-18%	27%	i	-1%
O=C(CCS(=O)(=O)Cc1ccccc1)NCCc1ccccc1	3	-6%	-2%	2%	2%	-1%	27%	-1%	3%
O=C(NCCCN1CCCC1)c1ccc2c(c1)N(Cc1ccccc1F)C(=O)c1ccccc1S2=O (stereo unspecified)	1	15%	-16%[57.1 µM]	?	-13%	-27%	30%	-6%	-10%
Cc1ccccc1C(=O)NNC(=O)CCCCC(=O)NNC(=O)c1ccccc1C	-2	0%	nt	nt	2%	-10%	7%	-6%	5%
CCOc1ccc(CCNS(=O)(=O)c2c(C)nc3scc(C)n3c2=O)cc1OCC	-2&-2	-16%&4%	-3%&2%	-42%	17%&-1%	-5%	62%&35%[activator]	-7%&-2%	0%&4%
COc1ccccc1CNCc1cc(OC)c(OC)c(OC)c1	3	-4%	79µM*	7.9µM*	1%	40µM*	71µM*	-6%	-7%
O=C(Nc1nnc(SCC(=O)N2CCCCC2)s1)c1cccs1	-2	-9%	9%	8.9µM*	-5%	?	38%	2%	-8%
COC(=O)[C@H](Cc1ccccc1)NC(=O)NCCc1ccc(S(N)(=O)=O)cc1	6	-4%	-4%	-25%	2%	-16%	7%	1%	-8%
CCc1ccccc1Nc1nc2ccccc2[nH]1	-3	-5%	nt	nt	0%	0%	46%[activator]	-7%	3%
Cc1nnc(SCc2cccc3ccccc23)s1	0	-6%	14%	nt	-13%	50%[activator]	69%[activator]	-9%	-9%
Cc1cc(S(=O)(=O)NC2CCCCC2)c(C)s1	4	-3%	6%	4%	-1%	-32%	25%	0%	?
COc1ccc(/C=N/NC(=O)c2cccc(COCC(F)(F)C(F)F)c2)cc1	0	12%	6%	31%[activator]	12%	-16%	-10%	-4%	21%
Cc1cccc(N(C)C(=O)c2coc(=O)c3ccccc23)c1	0	-9%	-3%	21%[12.7 µM]	5%	3%	19%	3%	3%
O=C(Nc1ccc(O)c2c(=O)cc(-c3ccccc3Cl)oc12)c1ccc(Cl)c(Cl)c1	0	4%	-1%	-23%[12.7 µM]	0%	-10%&-6%	47%&10%[activator]	-7%	0%&3%
C/C(=N\NC(=O)c1ccco1)c1ccc(NC(=O)c2ccccc2)cc1	-2	9%	-22%	-2%	5%	-22%	23%	4%	10%
Cn1c(=O)n(CC(N)=O)c2ccccc21	-3	-4%	-12%	0%[12.7 µM]	0%	-8%	16%	-2%	0%
CC(=O)c1cccc(NC(=O)CSc2nnnn2C2CCCC2)c1	3	9%	1%	5%	0%	6%	37%	-1%	5%
COC(=O)c1cc2c(cc1Cl)N1CCCCCC1=NS2(=O)=O	-2	7%	-1%	7%	4%	-14%	22%	i	-6%
CC1=NN(C(=O)c2ccccc2Br)C(O)(c2cccnc2)C1 (stereo unspecified)	3	1%	-2%	-5%[59 µM]	9%	-9%	25%	i	2%
Cc1c(C)n(C)c2ccc(C(=O)NCc3cccs3)cc12	-2	15%	?	50µM*	3%	?	-7%	-2%	0%
COc1ccc(NC(=O)Nc2ccon2)c(OC)c1	0	13%	-9%	24%	10%	1%	31%	-6%	-2%
Cc1ccc(NC(=O)c2ccc(Cl)c(S(=O)(=O)N3CCCCCC3)c2)nc1	-3	-3%	-2%	1%	-10%	2%	34%	-1%	0%
O=C(CCC(=O)N1CCN(S(=O)(=O)c2ccc(Cl)cc2)CC1)Nc1ccc2ccccc2c1	-5	8%	-6%	-16%[59 µM]	-4%	-12%[57.1 µM]	30%	i	27%
Cc1cccc(-n2ccnc2SCC(=O)Nc2cccc(S(=O)(=O)NC3=NCCC3)c2)c1C	1	-11%	-12%	40µM*	?	-23%	14%	-4%	-1%
CC(=O)Nc1cccc(NC(=O)CSc2nc(=O)n(CCN3CCOCC3)c3c2CCC3)c1	3	-2%	13%	-36%	7%	-24%	15%	8%	0%
